SIAE inh – human SIAE inhibitors, primary screen, biochemical, fluorescence polarization, FP-Rh probe, 1536-well HTS. inhibition, % at 9.66 µM. SIAE FP-Rh probe binding. 370,000 tested, 0.69% active;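 active = inhibition above a cutoff: mean of compounds within the control limits plus 3 SD of those, cut at about 17% in these data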;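 also: 0% = plate median of compound wells and 100% = probe without SIAE protein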
GC-B act – human GC-B receptor activators, primary screen, HEK293 GC-B cells, cGMP TR-FRET, EC30 CNP | AID 1920062, 2024 | activation, % at 10 µM | 0% at EC30 CNP, 100% saturating CNP | Atrial natriuretic peptide receptor 2 (Homo sapiens), P20594 | 370,000 tested, 0.11% active;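 active = activation at 10 µM reaching about 35% in either raw or pattern-adjusted values, limit read from the data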
HTRA1 inhibitor – HTRA1 serine protease inhibitors, primary screen, biochemical, fluorescence polarization, HTS; recombinant HTRA1, FP-rhodamine activity-based probe; inhibition, % at 5.96 µM; 340,000 tested, 0.5% active; AID 504803, 2011; in the data active = inhibition above about 36%;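 also: 0% = enzyme with DMSO and 100% = wells lacking enzyme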
MBD2 inh – inhibitors of MBD2 binding to methylated DNA, primary screen, biochemical, TR-FRET, DNA-binding domain, human | inhibition, % at 4.4 µM | AID 686964, 2013 | 370,000 tested, 0.31% active | MBD2 binding to methylated oligonucleotide; in the data active = inhibition above about 13%
Target sequence (Q9UBB5 whole entry, looked up, the tested form may be a part): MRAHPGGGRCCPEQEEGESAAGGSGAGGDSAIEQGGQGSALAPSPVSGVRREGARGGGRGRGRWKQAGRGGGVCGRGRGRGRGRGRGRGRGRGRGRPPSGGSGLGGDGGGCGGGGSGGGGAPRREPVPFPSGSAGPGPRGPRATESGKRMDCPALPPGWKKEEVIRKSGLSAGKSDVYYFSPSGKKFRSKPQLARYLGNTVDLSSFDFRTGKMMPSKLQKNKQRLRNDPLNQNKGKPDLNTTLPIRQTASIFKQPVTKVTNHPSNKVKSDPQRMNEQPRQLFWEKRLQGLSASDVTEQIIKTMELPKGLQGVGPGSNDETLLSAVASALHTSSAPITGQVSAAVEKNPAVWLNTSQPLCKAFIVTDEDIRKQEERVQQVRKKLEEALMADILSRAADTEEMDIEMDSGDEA
TCR CD3 inh – inhibitors of human TCR-CD3 interaction, primary screen, biochemical, fluorescence, TAMRA-labeled TCR probe; 360,000 tested, 0.37% active; inhibition, % at 9.4 µM; T-cell receptor (TCR); AID 651800, 2012; in the data active = inhibition above about 19%;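 also: recombinant mutant TCR 2C K166C tagged with TAMRA read by polarization; 0% = receptor in buffer alone and 100% = receptor with positive control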
LEDGF integ inh – blockers of LEDGF/p75-dependent integrase strand transfer – biochemical, TR-FRET, high throughput, primary screen; HIV-1 integrase (with human LEDGF/p75); TR-FRET IN-LEDGF/p75 DNA integration, Eu/Cy5; inhibition, % at 3.7 µM; 370,000 tested, 0.64% active; AID 743269, 2014;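 active = inhibition above the screen-wide mean plus 3 SD, cut at about 13% in these data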;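 also: signal is the Cy5 over europium emission ratio at 671 and 618 nm; 0% = plate median of compound wells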
rCAG RNA binder – binders of r(CAG) RNA repeats, primary screen, biochemical, fluorescence | r(CAG) RNA repeat, TO-PRO-1 dye displacement fluorescence | inhibition, % at 3 µM | 370,000 tested, 1.3% active;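 active = inhibition above the plate cutoff, the mean of all test compounds on that plate plus 3 SD, cut at about 35% in these data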;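 also: 0% = DMSO alone and 100% = 100 µM mitoxantrone as full dye displacement; higher means more dye released from RNA so lower well fluorescence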
ABHD4 inh – ABHD4 inhibitors, primary screen, biochemical, fluorescence polarization, mouse; 370,000 tested, 0.54% active; AID 720543, 2013; inhibition, % at 8.92 µM; purified mABHD4, FP-Rh probe fluorescence polarization;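 active = inhibition exceeding the mean over every tested compound plus 3 SD, cut at about 30% in these data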;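 also: 0% = plate median of compound wells and 100% = S159A mutant with DMSO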
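Assay system: mouse ABHD4 enzyme, wild type / Also added: fluorescent activity-based probe FP-Rh / Doses: single nominal dose of 8.92 µM, 0.89% DMSO final / Timing: 45 min compound pre-incubation plus 60 min probe step, 25 °C / Signal: FP readout, ex 525 nm / em 598 nm / Control set: S159A mutant/DMSO as 100%, compound-well median as 0%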
TDP2 absorb – human TDP2 enzyme inhibitors, primary screen, biochemical, epi absorbance, recombinant enzyme | 370,000 tested, 0.34% active | T5PNP hydrolysis, p-nitrophenol absorbance 415 nm | inhibition, % at 12.8 µM | Tyrosyl-DNA phosphodiesterase 2 (Homo sapiens), O95551;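 active = inhibition above the mean of all tested compounds plus 3 SD, set per campaign, cut at about 25% in these data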;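 also: 0% = DMSO with enzyme and 100% = buffer with substrate but no TDP2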
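Test system: Human TDP2 enzyme | Reagent: 5 mM T5PNP | Compound dosing: 12.8 µM single point, 1% DMSO | Incubation: Enzyme reaction with compound for 2 h at 37 °C | Technique: p-Nitrophenol epi absorbance | Read-out: % inhibition relative to enzyme-containing and enzyme-free wells | Benchmarks: High control without enzyme, low control DMSO plus TDP2 | Replicates: Singlicate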
PRMT1 inh – PRMT1 methyltransferase inhibitors, primary screen, biochemical, fluorescence polarization; recombinant PRMT1, activity-based probe fluorescence polarization; AID 652257, 2013; Protein arginine N-methyltransferase 1 (Homo sapiens), Q99873; 370,000 tested, 1.3% active; inhibition, % at 2.79 µM;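 active = inhibition above about 21% made by adding two undisclosed values, limit read from the data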
Target sequence (Q99873 whole entry, looked up): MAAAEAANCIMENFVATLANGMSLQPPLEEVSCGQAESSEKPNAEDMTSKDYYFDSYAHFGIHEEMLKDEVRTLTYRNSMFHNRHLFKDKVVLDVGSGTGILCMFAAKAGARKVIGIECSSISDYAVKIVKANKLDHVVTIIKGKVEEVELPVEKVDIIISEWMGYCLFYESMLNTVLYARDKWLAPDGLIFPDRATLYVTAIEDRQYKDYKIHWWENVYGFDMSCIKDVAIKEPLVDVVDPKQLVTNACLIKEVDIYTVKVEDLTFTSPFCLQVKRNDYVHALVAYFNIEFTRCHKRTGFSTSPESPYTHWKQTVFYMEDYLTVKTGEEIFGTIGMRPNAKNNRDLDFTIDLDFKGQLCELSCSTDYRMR
The depositor's hits bear a star; x = no result given. Some of the compounds tested (hit frequency here may not be typical).

SMILES	SIAE inh	GC-B act	HTRA1 inhibitor	MBD2 inh	TCR CD3 inh	LEDGF integ inh	rCAG RNA binder	ABHD4 inh	TDP2 absorb	PRMT1 inh
CCOc1ccc(S(=O)(=O)NCc2ccc3c(c2)OCO3)cc1NC(C)=O	-6	-1	3	4	-2	-2	-2	0	-7	1
CCOC(=O)Cc1csc(NC(=O)Nc2ccc(F)cc2)n1	-2	1	0	0	1	2	18	-2	-15	-2
O=C(CCc1ccccc1)NC(=S)NCc1ccco1	-5	-1	-7	3	-6	-3	-5	-11	13	4
Cc1ccc(C)c(/C=N/NC(=S)NCCc2ccccc2)c1	7	15	-13	-1	5	0	8	-2	8	-3
O=C(CN1CCN(c2ccccc2O)CC1)NC(c1ccccc1)c1ccccc1	18*	3	-8	1	-1	-2	-9	-7	-4	0
C[C@H](NS(=O)(=O)c1c(Cl)cccc1Cl)C(=O)NNC(=O)COc1ccccc1F	3	-1	5	-5	4	0	4	4	2	2
O=C(/C=C/c1ccco1)NCc1ccco1	10	6	x	2	7	6	3	0	12	0
Cc1cc(N2CCN(C)CC2)nc2ccc(NC(=S)N3CCN(c4ccc(Cl)cc4)CC3)cc12	8	-1	15	2	3	-5	3	6	1	0
CC(C)(C)c1ccc(-c2cn(C[C@H](Cc3ccccc3)n3c(=O)c4ccccc4n3Cc3ccco3)nn2)cc1	-7	-3	x	1	x	-1	12	-2	-9	2
O=C(CSc1ccc(-c2ccc(F)cc2)nn1)Nc1ccc2c(c1)OCCO2	9	-9	5	-5	1	5	1	-4	-10	-1
COc1ccc(NC(=O)Cc2ccsc2)cc1S(=O)(=O)N1CCOCC1	-7	5	-3	-3	10	0	2	3	-9	-2
Cc1ccc(S(=O)(=O)N2CCOCC2)cc1C(=O)Nc1ccccc1F	-7	1	-2	-1	8	1	-1	3	-2	2

Brought forward from above: four compounds, followed by the next part.
SMILES	SIAE inh	GC-B act	HTRA1 inhibitor	MBD2 inh	TCR CD3 inh	LEDGF integ inh	rCAG RNA binder	ABHD4 inh	TDP2 absorb	PRMT1 inh
CC(C)(C)c1ccc(-c2cn(C[C@H](Cc3ccccc3)n3c(=O)c4ccccc4n3Cc3ccco3)nn2)cc1	-7	-3	x	1	x	-1	12	-2	-9	2
O=C(CSc1ccc(-c2ccc(F)cc2)nn1)Nc1ccc2c(c1)OCCO2	9	-9	5	-5	1	5	1	-4	-10	-1
COc1ccc(NC(=O)Cc2ccsc2)cc1S(=O)(=O)N1CCOCC1	-7	5	-3	-3	10	0	2	3	-9	-2
Cc1ccc(S(=O)(=O)N2CCOCC2)cc1C(=O)Nc1ccccc1F	-7	1	-2	-1	8	1	-1	3	-2	2
c1ccc(CCNc2nc3ccccc3s2)cc1	3	1	4	5	0	0	-2	2	4	-3
COc1ccc(C2CC(=O)NC(=O)C2)cc1	-1	-5	7	2	0	2	0	3	3	-4
O=[N+]([O-])c1ccc(N/N=C/c2cn(Cc3ccc(F)cc3)c3ccccc23)nc1	11	-2	1	1	1	-2	5	-2	-9	-2
CN(C)S(=O)(=O)c1ccc(C(=O)Nc2nc(-c3cc4ccccc4o3)cs2)cc1	-1	10	1	-6	4	-2	1	-2	-7	-3
O=C(Cc1ccccc1)NCC(=O)N/N=C/c1ccc(Cl)cc1	4	1	0	-4	5	-2	3	0	2	-1
COc1ccc(OC)c(C2C(C(C)=O)=C(O)C(=O)N2c2ccc(O)cc2)c1 (centres undefined)	4	5	-2	0	6	0	6	0	3	1
Cc1cc(C)c2c(CN3CCCCCCC3)cc(=O)oc2c1	1	-11	x	-1	-5	3	4	1	-6	0
Cn1c(=O)oc2cc(S(=O)(=O)NCCN3CCCCCC3)ccc21	-2	0	-6	4	1	1	1	5	4	-1
COc1ccc(CCNC(=O)CSc2nc3[nH]ncc3c(=O)n2-c2ccccc2OC)cc1OC	-4	2	2	-1	3	1	-2	-2	7	0
CC(NC(=O)c1ccccc1OC(F)F)c1ccc(-n2ccnc2)cc1 (centres undefined)	-3	0	3	1	-2	2	-4	1	11	1
CCN1C(=O)[C@H]2[C@@H](c3ccc(OC)cc3)N3C(=O)CN(CCOC)C(=O)[C@@]3(Cc3ccccc3)[C@H]2C1=O	-2	-2	-1	3	7	0	0	-1	6	-1
O=[N+]([O-])c1cccc(/C([O-])=C(/C(=S)Nc2ccccc2F)[n+]2ccccc2)c1	5	3	3	-2	4	4	7	11	-10	1
CC(C)CCN1CCN(Cc2ccc(C(F)(F)F)cc2)CC1CCO (centres undefined)	0	4	0	-4	7	-3	-10	-3	-9	0
Cc1cccc2c(=O)cc(C)n(CC(=O)N3CCCCC3)c12	-2	4	6	-1	3	0	-5	8	-2	0
O=C(CCc1nc(-c2ccccc2Cl)no1)NC1CCCC1	0	0	1	1	2	3	-2	-2	3	-4
COc1ccc(CN(C)CC(=O)Nc2cccc3ccccc23)cc1F	-11	1	-11	4	7	1	6	-9	-12	-7
Cc1c(Cc2ccccc2)c(=O)oc2c(CN(C)C)c(O)c(Cl)cc12	0	0	4	-1	2	-1	-3	0	11	0
CC(OC(=O)c1cccc(S(=O)(=O)N2CCCCCC2)c1)C(=O)Nc1ccc(S(N)(=O)=O)cc1 (centres undefined)	-5	-1	-16	1	-2	-5	18	-18	1	-3
Cc1ccc(N(CC(O)CN2C(=O)NC(C)(C)C2=O)S(=O)(=O)c2ccc(C)cc2)cc1 (centres undefined)	-3	0	4	9	-4	1	-5	3	6	2
O=[N+]([O-])c1ccc(-c2nnc(-c3ccccc3)c(NCCCO)n2)cc1	-4	-15	0	-2	-2	-5	2	-3	1	8
Cc1ccc(SC[C@H](C)CN2CCC(NC(=O)OCc3ccccc3)CCC2=O)cc1 (some centres undefined)	-1	3	x	4	-6	1	3	-12	5	4
CC(C)(C)NC(=O)C(c1ccc(-c2ccccc2)cc1)N(C[C@H]1CC[C@@H]([C@@H]2CC[C@H](CO)O2)O1)C(=O)c1ccc(C(C)(C)C)cc1 (some centres undefined)	-6	3	-58	-5	4	0	7	-15	-5	2
Cc1ccc(C)c(N2CCN(S(=O)(=O)c3ccc(-c4ccc(=O)[nH]n4)o3)CC2)c1	-4	-5	2	-2	7	3	3	-1	-6	0
CC(=O)c1c(C)nc(-c2ccc3c(c2)OCO3)n1O	6	1	-1	-1	-1	1	2	7	4	2

4 compounds out of the list, arranged by formula weight, rising.
SMILES	SIAE inh	GC-B act	HTRA1 inhibitor	MBD2 inh	TCR CD3 inh	LEDGF integ inh	rCAG RNA binder	ABHD4 inh	TDP2 absorb	PRMT1 inh
Cc1cccc2c(=O)cc(C)n(CC(=O)N3CCCCC3)c12	-2	4	6	-1	3	0	-5	8	-2	0
O=C(CCc1nc(-c2ccccc2Cl)no1)NC1CCCC1	0	0	1	1	2	3	-2	-2	3	-4
COc1ccc(CN(C)CC(=O)Nc2cccc3ccccc23)cc1F	-11	1	-11	4	7	1	6	-9	-12	-7
Cc1ccc(N(CC(O)CN2C(=O)NC(C)(C)C2=O)S(=O)(=O)c2ccc(C)cc2)cc1 (centres undefined)	-3	0	4	9	-4	1	-5	3	6	2

At a glance, part of the list above.
SMILES	SIAE inh	GC-B act	HTRA1 inhibitor	MBD2 inh	TCR CD3 inh	LEDGF integ inh	rCAG RNA binder	ABHD4 inh	TDP2 absorb	PRMT1 inh
CC(C)CCN1CCN(Cc2ccc(C(F)(F)F)cc2)CC1CCO (centres undefined)	0	4	0	-4	7	-3	-10	-3	-9	0
Cc1cccc2c(=O)cc(C)n(CC(=O)N3CCCCC3)c12	-2	4	6	-1	3	0	-5	8	-2	0

The listing continues.
SMILES	SIAE inh	GC-B act	HTRA1 inhibitor	MBD2 inh	TCR CD3 inh	LEDGF integ inh	rCAG RNA binder	ABHD4 inh	TDP2 absorb	PRMT1 inh
Cc1nc(N2CCN(c3ccccn3)CC2)c2c(C)c(C(=O)N3CCN(c4cccc(Cl)c4)CC3)sc2n1	-2	6	-4	1	2	-5	2	-7	-9	4
CC(C)OC(=O)c1ccc(NC(=O)c2cncc(Br)c2)cc1	-10	1	-21	-1	3	-1	-1	-7	1	3
O=C(/C=C/c1ccc(Cl)cc1Cl)n1cccn1	-3	-6	16	5	1	0	1	1	-7	2
CCOC(=O)c1ccc(-c2csc(NC(=O)CN3CCC(C)CC3)n2)cc1	10	11	-12	7	-1	-2	3	-1	-10	4
Nc1[nH]nc2ncc3cc4ccccc4nc3c12	7	3	13	-13	5	1	6	3	5	3
CC(=O)c1ccc(N(C(=O)Cc2c[nH]c3ccccc23)C(C(=O)NC2CCCCC2)c2cccs2)cc1 (centres undefined)	-5	-8	-45	-2	-6	2	16	-11	-2	0
COc1ccc(C(=O)Nc2c(Cl)cc(Cl)cc2C(=O)N2CCC(C)CC2)cc1	-5	-4	-3	3	-3	0	0	4	6	1
O=C(C(Cl)Cl)N1CCN(c2ccccn2)CC1	-12	-1	1	-2	-2	8	0	0	2	0
Cc1csc(NC(=O)c2ccoc2C)n1	-2	9	4	-1	3	1	1	-1	-7	-1
COc1cccc(-n2c(=O)c3c(C)c(C(=O)N(C)C)sc3n(CC(=O)NCC3CCCO3)c2=O)c1 (centres undefined)	-5	3	4	16*	-3	-8	-1	0	-12	6
COc1cccc(C2=NOC(C(=O)NCc3ccc(F)cc3)C2)c1 (centres undefined)	6	-4	-7	3	8	-3	-2	-1	-6	1
O=C(NNC(=O)c1cccc2ccccc12)c1ccc(Cl)c(Cl)c1	-4	0	0	66*	4	0	1	-9	-3	-8
C/C(=N\NC(=O)c1cccnc1)c1ccc(OC2OCCOC2Oc2ccc(/C(C)=N/NC(=O)c3cccnc3)cc2)cc1 (centres undefined)	0	1	6	3	-5	3	-3	-4	-6	0
CN1C2CCC1/C(=C\c1ccccc1F)C(=O)/C2=C/c1ccccc1F	6	-22	-8	3	2	0	-3	0	13	-2
O=C1CS/C(=N\c2ccccn2)N1C1CCCCC1	-3	2	-4	-2	9	-1	3	7	2	0
CC(C)NC(=O)c1ccc(CN2CCC(Cc3ccccc3)CC2)cc1	5	4	2	2	4	1	-8	-2	18	1
CCc1c(C)nc(SCC(=O)NNC(=O)c2ccco2)[nH]c1=O	0	-1	0	-2	11	3	6	10	7	1

High-throughput results as filed in PubChem BioAssay.
